Compound activity deposited in PubChem by National Center for Advancing Translational Sciences (NCATS).
Pf growth 48h = Primary qHTS for delayed death inhibitors of the malarial parasite plastid, 48 hour incubation. P. falciparum luciferase growth in erythrocytes, 48 h. Potency, µM (series often up to 28.7 µM), for the others: at the highest dose activity change, negative = inhibition, hits mostly inhibitors. 310,000 compounds, 5.9% hits. AID 504832, 2011; further: potency means the concentration at half of the fitted maximal effect; on the % scale 0 is the no-effect control and ±100 the full control effect
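Luciferase-expressing P. falciparum in infected erythrocytes (2% hematocrit, 0.1% parasitemia final) in RPMI 1640/0.5% Albumax were exposed to compound for 48 hours at 37 C, 5% CO2; growth read as luminescence.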
Pf growth 96h = Primary qHTS for delayed death inhibitors of the malarial parasite plastid, 96 hour incubation; AID 504834, 2011; Potency, µM (top dose mostly 28.7 µM), for the others: top-dose activity change, negative = inhibition, most hits filed as inhibitors; P. falciparum luciferase reporter growth, 96 h; 320,000 compounds, 6.9% hits; further: potency means the concentration at half of the fitted maximal effect; on the % scale 0 is the no-effect control and ±100 the full control effect
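P. falciparum expressing integrated firefly luciferase grown in erythrocytes (2% hematocrit, 0.05% parasitemia final) with compounds for 96 hours at 37 C, 5% CO2. Growth inhibition read as loss of luminescence after adding luciferase detection reagent.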
Shiga inhibitor = A qHTS for Small Molecule Inhibitors of Shiga Toxin; AID 2315, 2010; Vero cells, Shiga toxin protein synthesis inhibition reporter; inhibition, % at 38.7 µM; 290,000 compounds, 9.2% hits; in the data active means inhibition mostly above about 28%, no sharp cut-off; inactive means mostly below about 43%; further: 0% is about no effect
Cycloheximide cs = Cycloheximide Counterscreen for Small Molecule Inhibitors of Shiga Toxin; cell reporter, cycloheximide protein synthesis inhibition counterscreen; max response, %; 300,000 compounds, 12% hits; AID 2314, 2010; in the data active means max response mostly above about 13%, no sharp cut-off; inactive means mostly below about 14%; further: read at 38.3 µM for the half of the compounds with a filed dose; 0% is about no effect
HCV inhibitor = qHTS Assay for Inhibitors of Hepatitis C Virus (HCV); Potency, µM (doses to about 41.8 µM), inactives show at the top dose activity change, negative = inhibition, usual class: inhibitors; 340,000 compounds, 3.4% hits; Huh7.5.1 HCVcc-Cre infection, luciferase reporter, 44 h; further: potency means the concentration at half of the fitted maximal effect; on the % scale 0 is the no-effect control and ±100 the full control effect
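Seed cells (1,000/well) for 4 h; treat with compound and infect with HCVcc-Cre, moi about 0.5. Incubate 44 h, then detect luciferase activity.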
FBPA Giardia inh = qHTS Assay for Inhibitors of Fructose-1,6-bisphosphate Aldolase from Giardia Lamblia | A8B2U2 | purified Giardia FBPA | Potency, µM (top dose mostly 59.6 µM), inactives show at the top dose activity, negative = inhibition, hits mostly inhibitors | 290,000 compounds, 0.71% hits; further: potency means the concentration at half of the fitted maximal effect; on the % scale 0 is the no-effect control and ±100 the full control effect; nearly all actives have a fitted effect of over 55% in size
Target sequence (A8B2U2 whole entry, looked up): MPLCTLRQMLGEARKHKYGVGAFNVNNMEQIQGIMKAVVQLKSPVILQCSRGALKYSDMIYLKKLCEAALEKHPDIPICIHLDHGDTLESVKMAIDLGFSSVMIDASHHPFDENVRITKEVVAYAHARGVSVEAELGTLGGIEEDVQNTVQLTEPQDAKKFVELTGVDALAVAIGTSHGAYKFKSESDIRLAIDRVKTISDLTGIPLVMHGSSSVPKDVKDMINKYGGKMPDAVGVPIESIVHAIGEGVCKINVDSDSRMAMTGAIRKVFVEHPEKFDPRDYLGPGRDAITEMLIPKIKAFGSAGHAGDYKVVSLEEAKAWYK
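Giardia FBPA (40 nM reagent) was preincubated 10 min at RT with compound (up to 57.5 uM final), then substrate plus GAPDH/TPI/NAD/arsenate coupling system with diaphorase/resazurin was added; resorufin fluorescence (525/598 nm) was read after 20 min.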
An asterisk follows results filed as active; u = inconclusive; x = not tested or not shown; [ ] = remark or other dose. Unless noted, the call rests on the fitted dose curve; in most records, active means well fitted curve in the direction sought with a large enough effect; inconclusive means small, poorly fitted or top-dose-only effect, or another doubt; inactive means no such curve, though single readings can be large; an effect the other way counts as inactive or inconclusive. The order is random; any-hit rate near 24%.

SMILES	Pf growth 48h	Pf growth 96h	Shiga inhibitor	Cycloheximide cs	HCV inhibitor	FBPA Giardia inh
CC(CCc1ccccc1)NC(=O)CN1CCN(Cc2ccccc2)C1=O (stereo unspecified)	1%	-8%	-15	-2	-2%	10%
Cc1ccc(C(=O)NCCc2nnc(SCC(=O)Nc3cccc(C(=O)O)c3)n2C)cc1	10%	5%	-4	-1	7%	x
Cc1ccc(S(=O)(=O)N/N=C/c2ccc(OCC(=O)Nc3ccccc3Cl)cc2)cc1	89%[activator]	56%[activator]	-7	6	27%	1%
CNc1snc(C)c1C(=O)OC(C)C(=O)Nc1ccccc1 (stereo unspecified)	u	u	x	x	u	x
NNC(=S)Nc1cccc(-c2n[nH]c(=S)o2)c1	-9%	6%	-8	1	8%	7%
CC(C)NC(=O)c1onc(CSc2nc3ccccc3[nH]2)c1C(=O)NC(C)C	8%	0%	-3	-2	32%[activator]	-16%
COc1ccc(OCCC(=O)OCC(=O)NC(=O)NC(C)C)cc1	x	24%	17	17	18%	6%
COc1cc(C(=O)N/C(=C\c2cn(S(=O)(=O)N(C)C)c3ccccc23)C(=O)N2CCCC2)cc(OC)c1OC	u	38%[activator]	-10	-4	-18%	-3%
COc1ccc2c(CC(=O)N3CCN(S(=O)(=O)c4ccc(F)cc4)CC3)coc2c1	u	u	x	x	2%	x
OC(CNCc1ccc(F)cc1)(c1ccc(F)cc1)c1ccc(F)cc1	u	13µM*	-7	-3	u	4%
O=C(CSCCNS(=O)(=O)c1ccccc1)Nc1ccccc1	x	-25%	-6	1	u	3%
COc1cccc(-c2nc3n(n2)C(c2ccccc2Cl)C(C(N)=O)=C(C)N3)c1 (stereo unspecified)	-9%	u	-3	-1	-4%	-7%
COc1ccccc1COc1ccc2c(C)c(CC(=O)O)c(=O)oc2c1C	1%	6.6µM*	-6	-2	-1%	5%
Cc1cc(=O)oc(C)c1C(=O)O	-8%	0%	-12	-2	-19%	7%
S=C1CN=C(c2ccccc2)c2cc(Cl)ccc2N1	-41%	-20%	-3	-2	8%	4%
O=C(C1=C[C@@H](c2ccc3c(c2)OCO3)C[C@@H](OCCCCO)O1)N1CCOCC1	u	u	3	1	23%	-17%
CC(Cc1c[nH]c2ccccc12)NC(=O)OCCCl (stereo unspecified)	-11%	16%	12	-5	4%	1%
COc1ccc(NC(=S)N2CCC(c3nc4ccc(Cl)cc4[nH]3)CC2)c(OC)c1	26%	34%[activator]	16	-1	-27%	-2%
CCn1c(C)nc2c(=O)oc3ccccc3c21	30%	18%	19	7	3%	-1%
Cc1cc(C)n(-c2ccc(F)cc2CN2CCN(Cc3ccccc3)C(CCO)C2)n1 (stereo unspecified)	2%	u	-26	-2	4%	2%

Compound profiles, as listed above. Screens in order: Pf growth 48h | Pf growth 96h | Shiga inhibitor | Cycloheximide cs | HCV inhibitor | FBPA Giardia inh
`Cc1ccc(C(=O)NCCc2nnc(SCC(=O)Nc3cccc(C(=O)O)c3)n2C)cc1` is listed as 10% | 5% | -4 | -1 | 7% | x
`CNc1snc(C)c1C(=O)OC(C)C(=O)Nc1ccccc1` (stereo unspecified) is listed as u | u | x | x | u | x
`S=C1CN=C(c2ccccc2)c2cc(Cl)ccc2N1` is listed as -41% | -20% | -3 | -2 | 8% | 4%
`NNC(=S)Nc1cccc(-c2n[nH]c(=S)o2)c1` is listed as -9% | 6% | -8 | 1 | 8% | 7%

Returning to the listing with the 4 entries that preceded the break.
SMILES	Pf growth 48h	Pf growth 96h	Shiga inhibitor	Cycloheximide cs	HCV inhibitor	FBPA Giardia inh
CC(Cc1c[nH]c2ccccc12)NC(=O)OCCCl (stereo unspecified)	-11%	16%	12	-5	4%	1%
COc1ccc(NC(=S)N2CCC(c3nc4ccc(Cl)cc4[nH]3)CC2)c(OC)c1	26%	34%[activator]	16	-1	-27%	-2%
CCn1c(C)nc2c(=O)oc3ccccc3c21	30%	18%	19	7	3%	-1%
Cc1cc(C)n(-c2ccc(F)cc2CN2CCN(Cc3ccccc3)C(CCO)C2)n1 (stereo unspecified)	2%	u	-26	-2	4%	2%
O=C(O)c1ccc(Cl)c(S(=O)(=O)N(Cc2ccccc2)c2ccc(F)cc2)c1	-17%	13%	0	-3	2%	-3%
Cn1cc(C(=O)C(=O)N2CCOCC2)c2ccccc21	17%	u	-2	-4	8%	x
COC(=O)c1cccc(OCC(O)Cn2ccnc2)c1 (stereo unspecified)	10%	17%	24	-1	6%	1%
CCCCNC(=O)c1c(C)cc(=O)oc1C	12%	-3%	11	0	5%	-5%
Cc1cc(C)cc(OCC(=O)N(Cc2ccco2)c2c(N)n(Cc3ccccc3)c(=O)[nH]c2=O)c1	-13%	u	x	x	2%	x
O=C(NCCc1ccc(C(F)(F)F)cc1)C1CCC(=O)N(CCCc2ccccc2)C1 (stereo unspecified)	9%	-4%	-8	-2	-14%	3%
CCC1CCCCN1S(=O)(=O)c1ccc(C(=O)N(CCCN(C)C)c2nc3cc4c(cc3s2)OCO4)cc1 (stereo unspecified)	u	u	-6	6	13µM*	x
Cc1cc(C)cc(NC(=S)NCc2ccncc2)c1	-27%	u	-4	-1	-5%	1%
CC(=O)N1CCN(c2ccccc2NC(=O)c2ccc(Br)o2)CC1	-12%	-4%	-14	2	-9%	x
COc1ccc(-c2ccc(NS(=O)(=O)c3cc([N+](=O)[O-])c(C)c([N+](=O)[O-])c3)cc2)nn1	28%	32%[activator]	1	-2	14%	-1%
Cc1cc(C)nc(Nc2n[nH]c(COc3cccc4ccccc34)n2)n1	25%	44%[activator]	-9	-4	-7%	-2%
Cc1ccc(C)c(OCCC(=O)OCC(=O)N2CCN(c3ccccc3)CC2)c1	8%	-26%	-5	-2	27%	-2%
CCOC(=O)c1ccc2ncc(-c3ccccc3)nc2c1	384%[activator]	15%	123*	46*	-3%	1%
O=C(O)CCN(CCC(=O)O)c1nnc(SCc2ccccc2)s1	x	5%	3	7	20%	6%
O=C(/C=C/c1cccc([N+](=O)[O-])c1)NCCSCc1cccc(Cl)c1	1%	14%	-5	-1	-3%	0%
C#CCN1C(=O)S/C(=C/C=C/c2ccc(N(C)C)cc2)C1=O	158%[activator]	u	116*	47*	-16%	1%
Cc1cccc(OCCCn2c(CCNC(=O)C(C)C)nc3ccccc32)c1	-6%	16%	22	2	u	-1%
CCCC(=O)N(CCc1ccc(OC)cc1)Cc1nc2ccccc2c(=O)[nH]1	x	10µM*	-9	-6	u	-3%
CC(CCc1ccccc1)NC(=O)COC(=O)c1cccc(N(C)C)c1 (stereo unspecified)	x	21%	-1	3	u	8%
Cc1ccc(OCC(=O)NNC(=O)c2ccc3c(=O)n4c(nc3c2)CCC4)cc1	u	-2%	x	x	4%	x

Copied from above (6 entries):
SMILES	Pf growth 48h	Pf growth 96h	Shiga inhibitor	Cycloheximide cs	HCV inhibitor	FBPA Giardia inh
Cc1ccc(C)c(OCCC(=O)OCC(=O)N2CCN(c3ccccc3)CC2)c1	8%	-26%	-5	-2	27%	-2%
CCOC(=O)c1ccc2ncc(-c3ccccc3)nc2c1	384%[activator]	15%	123*	46*	-3%	1%
O=C(O)CCN(CCC(=O)O)c1nnc(SCc2ccccc2)s1	x	5%	3	7	20%	6%
O=C(/C=C/c1cccc([N+](=O)[O-])c1)NCCSCc1cccc(Cl)c1	1%	14%	-5	-1	-3%	0%
C#CCN1C(=O)S/C(=C/C=C/c2ccc(N(C)C)cc2)C1=O	158%[activator]	u	116*	47*	-16%	1%
Cc1cccc(OCCCn2c(CCNC(=O)C(C)C)nc3ccccc32)c1	-6%	16%	22	2	u	-1%

(listing goes on)
SMILES	Pf growth 48h	Pf growth 96h	Shiga inhibitor	Cycloheximide cs	HCV inhibitor	FBPA Giardia inh
CC(C)CN1CN(Cc2ccccc2)CNC1=S	5%	u	-6	-4	7%	1%
CC1CCCCN1CC(=O)Nc1ccc2c(c1)OC(F)(F)O2 (stereo unspecified)	17%	5%	-12	3	-18%	4%
S=C(Nc1cccc(Br)c1)c1ccccc1	-3%	u	109*	45*	-11%	-10%
O=C(c1ccc([N+](=O)[O-])cc1[N+](=O)[O-])n1cnc2ccccc21	-15%	0%	11	-2	3%	u
O=C(Nc1ccccc1)c1ccc(S(=O)(=O)N2CCOCC2)cc1	3%	x	53*	5	8%	7%
Cc1cccc(C(=O)N2CCCC(c3nc(-c4ccc(C)o4)no3)C2)c1 (stereo unspecified)	121%[activator]	19%	113*	42*	-27%	-2%
CC(=O)NS(=O)(=O)c1ccc(NC(=S)Nc2ccccc2)cc1	21%	-45%	15	-4	11%	-30%
O=C1C(=O)c2ccccc2C(O)=C1CCCCl	0.83µM*	1.9µM*	34	7	u	3.5µM*
CCS(=O)(=O)Nc1ccc(C2=NN(C(=O)c3ccccc3)C(c3cccs3)C2)cc1 (stereo unspecified)	u	u	0	0	-27%	1%
O=C1CCCN2N=C(SCC(=O)Nc3ccc([N+](=O)[O-])cc3)SC2=N1	5%	51%[activator]	-12	-2	16%	6%
O=C(c1ccc2c3c(cccc13)CC2)C1CCCN(C(=O)c2ccc[n+]([O-])c2)C1 (stereo unspecified)	-18%	u	-14	-2	4%	-5%
CCS(=O)(=O)Nc1cccc(-c2ccc3nnc(-c4cccnc4)n3n2)c1	u	u	-2	14	-29%	7%
O=C(O)C(Cc1ccccc1)N1Cc2ccccc2C1=O (stereo unspecified)	x	-2%	23	-2	12%	9%
Cc1noc(C)c1COC(=O)c1ccccc1Oc1ccccc1	-5%	13µM*	-20	-3	-18%	2%
Cc1cc(C)cc(NC(=O)Cn2c(=O)oc3cc(S(=O)(=O)N4CC(C)CC(C)C4)ccc32)c1 (stereo unspecified)	x	u	-11	3	-7%	6%
CS(=O)(=O)N(CC(=O)NCCSCc1ccccc1)c1ccccc1	14%	5%	1	-1	-3%	-3%
O=C(c1ccc2c(c1)N(Cc1ccccc1)CCS2)N1CCOCC1	-8%	-13%	-6	14	-12%	x
COc1ccc(-c2cc(C(=O)N3CCN(C(c4ccccc4)c4ccccc4)CC3)no2)cc1	u	12µM*	14	6	10µM*	0%
COc1ccc(C(C(=O)NCC2CCCO2)N(C(=O)c2snc(C(N)=O)c2N)c2ccccc2C)cc1OC (stereo unspecified)	12µM*	34%[activator]	-14	9	-18%	-3%
CCOC(=O)N1CCN(CC(=O)Nc2sc(CC)cc2C(=O)c2ccc(OC)cc2)CC1	u	10µM*	-11	-2	u	-7%
Cc1cccc(-n2ncc(C(=O)NC3CCCC3)c2C2CCN(C(=O)OC(C)(C)C)CC2)c1	1.5µM*	u	13	1	3%	4%
